miR122 inh = blocks miR-122 activity in Huh7 sensor cells; Huh7 miR-122 Renilla luciferase sensor, 48 h; neutral wells = 0, positive control = 100; activation (reporter increase), % at 12.5 µM; 0.3% of 340,000 active;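 active = mean replicate activation score at least 90 and every replicate individually at or above 90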;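 also: higher luciferase means less miR-122 activity so hits act as miR-122 inhibitors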
The depositor's hits bear a star.

structure	miR122 inh
CN(CCOc1ccc(Cl)cc1)C(=O)c1cccc(S(=O)(=O)N2CCN(c3ccc(F)cc3)CC2)c1	-19
CCN1CCCC1CN(Cc1cc2cc(C)ccc2[nH]c1=O)C(=O)Nc1ccccc1OC (configuration not stated)	6
CCOc1ccc(-n2c(SCC(=O)NCc3ccco3)nc3c(c2=O)SCC3)cc1	4
CSc1nc2oc3c(c2c2nncn12)CC(C)(C)SC3	3
N#Cc1c(-c2ccc(F)cc2)nc2n(c1=O)CCS2	-6
COC(=O)c1sccc1NC(=O)CN1CCN(c2ccc(F)cc2)CC1	-7
CC1(C)Cc2c(sc(NC(=O)c3ccc(Br)o3)c2C#N)CO1	-5
Cc1ccc(N2C(=O)/C(=C\c3ccco3)SC2=S)cc1	-11
COc1ccc(OC)c(S(N)(=O)=O)c1	3
O=C(c1n[nH]c(=O)c2ccccc12)N1CCOCC1	-2
CCCc1[nH]nc2c1C1(CCN(C(=O)OCc3ccccc3)CC1)C(C#N)=C(N)O2	-1
Cn1c(Cc2ccccc2)nnc1SCCC(=O)Nc1ccccc1	0
O=C(NC(=S)Nc1ccccc1)c1cc(-c2ccccc2)nc2ccccc12	1
CCn1c(COc2c(C)cccc2C)nnc1SCC(=O)N1CCN(c2ccccc2)CC1	0
CCC1(CC)N([O-])C(C)=C(c2ccccc2)[N+]1=O	-3
O=C(c1cccc(F)c1)N1CCN(Cc2c[nH]c3ccccc23)CC1	1
O=C(NC1(C(F)(F)F)NC(=O)N(CC2CCCCC2)C1=O)c1ccco1 (configuration not stated)	-4
CC(C)c1nc2sc3c(SCC(=O)NCc4ccco4)ncnc3c2c2c1CCC2	-5
Cc1ccc(C2CC(=O)NC3=C2C(=O)CCC3)cc1Br (configuration not stated)	3
CCCc1nc2cc(CC(=O)OC)ccc2o1	-3
CCOC(=O)c1c(-c2cccs2)csc1NC(C)=O	-4
CCCCCn1c(=O)[nH]c2cc(C(=O)NCCCN3CCC(C)CC3)ccc2c1=O	-4
CCN(CC)CCN1C(=O)C(=O)/C(=C(/O)c2c(C)[nH]c(C(=O)OC)c2C)C1c1ccc(OC)cc1 (configuration not stated)	13
Cc1ccc(C2Nc3cccc4cccc(c34)N2)s1	6
O=C(O)c1cccc(-c2nnn(Cc3ccccc3Cl)n2)c1	-1

Six structures from above, arranged by number of heavy atoms, descending:
structure	miR122 inh
CCCc1[nH]nc2c1C1(CCN(C(=O)OCc3ccccc3)CC1)C(C#N)=C(N)O2	-1
COC(=O)c1sccc1NC(=O)CN1CCN(c2ccc(F)cc2)CC1	-7
O=C(c1cccc(F)c1)N1CCN(Cc2c[nH]c3ccccc23)CC1	1
O=C(O)c1cccc(-c2nnn(Cc3ccccc3Cl)n2)c1	-1
Cc1ccc(N2C(=O)/C(=C\c3ccco3)SC2=S)cc1	-11
CCOC(=O)c1c(-c2cccs2)csc1NC(C)=O	-4

The listing picks up; the two compounds before the break are reprinted first.
structure	miR122 inh
Cc1ccc(C2Nc3cccc4cccc(c34)N2)s1	6
O=C(O)c1cccc(-c2nnn(Cc3ccccc3Cl)n2)c1	-1
CC(C)OCCCNc1nc2c(c(=O)n(Cc3ccccc3F)c(=O)n2C)n1C	6
CCOC(=O)C1=C(N)N(c2ccccc2)C(=O)C1	-5
Cc1cc(C)c(/C=N/NC(N)=O)c(C)c1/C=N/NC(N)=O	-10
Cc1ccc(NC2=NC(=S)N(CC#N)C23CCCCC3)cc1	0
Cc1onc(-c2c(F)cccc2Cl)c1C(=O)NC(=S)NC1CCS(=O)(=O)C1 (configuration not stated)	-7
Cc1cc(C)c2c(c1)NC(=O)C2(O)CC(=O)c1cccs1 (configuration not stated)	-18
Cc1ccc(CCNC(=O)CN(C)S(=O)(=O)c2cnc[nH]2)cc1	-1
CCC(=O)c1ccc(OC(=O)c2ccc(Br)o2)cc1	-2
Cc1ccc(C(=O)Nc2ccn(Cc3ccc(F)cc3)n2)o1	-4
COc1cccc(/C=N/NC(=O)CC(=O)NCCc2ccc(OC)c(OC)c2)c1	-1
O=C(O)CC1S/C(=N/N=C/C=C/c2ccccc2[N+](=O)[O-])NC1=O (configuration not stated)	-5
CC(=O)c1c(C)[nH]c(C)c1C(C)=O	-3
CCCCC(=O)O	2
Cc1ccc(N(Cc2ccc(C(=O)NN=C3CCN(C)CC3)cc2)S(C)(=O)=O)cc1C	-8
Cc1ccc2c(c1)N(CCC(=O)NCCN1CCOCC1)C(=O)CO2	-9
CCCCN(C)CCCNC(=O)c1ccc(N2CCCC2=O)cc1	-7
O=C(CCN1C(=O)S/C(=C/c2ccc(Cl)cc2)C1=O)N1CCOCC1	-8
O=C1CN(C(=O)CN2CCCC2)C(c2ccccc2)c2cc(Br)ccc2N1 (configuration not stated)	4
CCCCNc1oc(-c2cccs2)nc1S(=O)(=O)c1ccccc1	-1
CC(C)CN(/C=N/c1sc2c(c1C#N)CCCCC2)CC(C)C	3
COc1cccc(NC(=O)Nc2nnc(-c3ccccc3SCc3ccccc3)s2)c1	-4
CN(C)c1ccc(/C=N\NC(=O)c2csnn2)cc1	0
Cc1ccc(C(c2nnnn2CCC(C)C)N2CCN(C)CC2)cc1 (configuration not stated)	9
N#Cc1cc2c(nc1SC1CCCCC1O)CCCC2 (configuration not stated)	1
Cc1cnc(C(=O)Nc2cccc(S(=O)(=O)N(C)C)c2)cn1	1
O=c1cc(O)nc(SCc2ccccc2)[nH]1	-6
Cc1cccn2c(=O)c(/C=C3\SC(=S)N(CC(C)C)C3=O)c(NCCCOC(C)C)nc12	11
O=C(CCCO)c1ccc2c(c1)OCCO2	2
COc1ccc(C(N)c2nccc3cc(OC)c(OC)cc23)cc1OC (configuration not stated)	0
CCOC(=O)C1=C(C)N=C(SC)N(C)C1c1ccccc1 (configuration not stated)	2
C=CCn1c(SCc2ccc(C#N)cc2)nnc1-c1cccc(OC)c1	1
O=C(Nc1ccn(Cc2c(F)c(F)cc(F)c2F)n1)c1ccc(COc2cc(Cl)ccc2Cl)o1	-1
Cc1ccc(-c2nc(C#N)c(NCc3ccco3)o2)cc1	-2
Cc1cc(C(C#N)c2cccc(Cl)c2)n2ncnc2n1 (configuration not stated)	8
COc1ccc(OC)c(C2CC(=O)Nc3cc(OC)c(OC)c(OC)c32)c1 (configuration not stated)	25
CCOc1ccccc1N1CCN(C(=O)C(Sc2ccccc2)c2ccccc2)CC1 (configuration not stated)	24
Cc1ccc(-c2n[nH]c(=S)n2/N=C/C=C/c2ccccc2[N+](=O)[O-])cc1	0
Cc1cc(N=Cc2c(O)n(-c3cccc(Cl)c3)c(=O)c3ccccc23)no1	-3
CC(=O)Nc1cc(S(=O)(=O)C(F)(F)F)ccc1Cl	3
CN(C)c1ccc(C=Nc2ccccc2)cc1	-4
COC(=O)c1ccc(C(=O)Nc2ccc3nc(-c4cccnc4)[nH]c3c2)cc1	-8
Nc1n[nH]c(S(=O)(=O)CCCc2ccccc2)n1	0
CCNc1oc(COc2ccccc2F)nc1C#N	-4
CCN1CCCC1CN(Cc1cc2ccc(C)cc2[nH]c1=O)C(=S)Nc1cccc(OC)c1 (configuration not stated)	4
Cc1cc2cc(C(c3nnnn3Cc3ccccc3)N3CCc4ccccc43)c(=O)[nH]c2cc1C (configuration not stated)	-8
C/C=C/C=N/NC(=O)CN(c1ccc(Br)cc1)S(=O)(=O)c1ccccc1	0
Nc1nnc(SCC(=O)c2ccccc2)s1	-1
CCOC(=O)C1C(=O)NC(c2ccccc2)=NC1c1ccccc1 (configuration not stated)	2
CCOC(=O)CSc1nnc(-c2ccc(OC)cc2)n1CC	-5
CC(=Nc1ccc(C)c(C)c1)C1=C(O)CCC1=O	-7

Remaining list, next part
structure	miR122 inh
CC(C)(C)NC(=O)C(Cc1ccccc1)NS(=O)(=O)c1cccc2nsnc12 (configuration not stated)	25
CC1(C)Cc2c(sc3ncn(N)c(=N)c23)CO1	-5
CCOC(=O)COn1c(=O)c(-c2cccs2)[n+]([O-])c2ccccc21	2
C#CCn1c(S(=O)(=O)Cc2ccc(OC)cc2)nc(-c2ccccc2)c1-c1ccccc1	13
C=CCn1c(SCC(=O)N2CCOCC2)nc(O)cc1=O	-7
Cc1ccc(-n2c(=O)c(C#N)cc3c(=O)n4ccccc4nc32)cc1C	4
COc1ccc(C(C)=O)cc1CSc1nc2ccccc2c(=O)n1-c1ccccc1	7
O=C1c2ccccc2C(=O)N1CSc1ncccn1	-10
CC1(C)CC(=O)C(C2C3=C(CC(C)(C)CC3=O)Oc3ccccc32)=C(O)C1 (configuration not stated)	5
CCC1CCCCN1CCCNC(=O)CNC(=O)Cn1ccc2ccccc2c1=O (configuration not stated)	-3
CN1C(=S)SC(C)(C)C1/[N+]([O-])=C/c1cccnc1 (configuration not stated)	-2
O=C(NCc1ccc2c(c1)OCO2)C1CC(=O)N(C2CCCCCCC2)C1 (configuration not stated)	-1
Cc1cccc(NS(=O)(=O)Cc2ccccc2)n1	3
COc1nc(Nc2ccc(-c3nc4ccccc4o3)cc2)nc(N2CCOCC2)n1	2
CCOC(=O)N1CCN(C(=O)c2cn(CCOC)c(=O)c3c2c2ccccc2n3C)CC1	-4
O=C(Cc1c[nH]c2ccccc12)N/N=C/c1ccc(F)cc1	-3
COc1ccc2[nH]c(=O)c(CN(CCN3CCCC3)C(=O)Nc3ccccc3Cl)cc2c1	9
Cc1cccnc1-n1c(CCN2C(=O)c3ccccc3C2=O)nc2ccccc2c1=O	-12
O=C(OC1Cn2c(=O)ccc(=O)n2C1)c1ccccc1	-3
COc1ccc(NC(=O)Cc2c[nH]c3ccccc23)cc1S(=O)(=O)N1CCCCC1	0
Cc1ccc(CN2C(=O)CCC2C(=O)N2CCN(c3ccc(F)cc3)CC2)cc1 (configuration not stated)	1
COc1ccc(N(Cc2ccccc2)C(=O)CSc2nnc(Cn3nnc4ccccc43)o2)cc1	-11
COc1cccc(C2c3c(oc4ccc(Cl)cc4c3=O)C(=O)N2c2cc(C)on2)c1OC (configuration not stated)	-2
O=C(CN1C(=O)C2(OCCO2)c2ccccc21)c1ccc(Cl)cc1	0
CCC(=O)n1nc(NCc2ccc(OC)c(OC)c2)nc1NCc1ccc(OC)c(OC)c1	1
COCc1nnc(NC(=O)c2ccc(NC(C)=O)cc2)s1	-4
Cc1cc2c(=O)n(NC(N)=O)c(C)nc2s1	-6
O=C(CN1CCN(Cc2ccccc2)CC1)Nc1ccc(S(=O)(=O)N2CCOCC2)cc1	-2
Cc1ccc(S(=O)(=O)NC(=O)Nc2cc(C)ccc2F)cc1	-3
COc1ccc(CCNC(=O)c2ccc(N3CCCC3=O)cc2)cc1	4
CCOc1cc(C(=S)N2CCCCC2)ccc1OS(=O)(=O)c1ccc(Cl)cc1	5
Cc1ccc(NC(=O)CC2COc3ccccc3O2)cc1 (configuration not stated)	2
CCCc1nc(S(=O)(=O)Cc2ccc(Cl)cc2Cl)n[nH]1	-8
CCOc1ccc(NC(=O)Cn2nnc(C(=O)NCc3ccco3)c2N)cc1	0
COc1ccc(NC(=O)c2coc3ccccc23)cc1OC	0
CC1CC(C)CN(S(=O)(=O)c2cc(C(=O)O)c(Cl)s2)C1 (configuration not stated)	7
Cc1nn(-c2cccc(C(F)(F)F)c2)c(Cl)c1/C=N/n1cnnc1	0
O=S(=O)(c1ccc2c(c1)C(=NO)c1cc(S(=O)(=O)N3CCCCC3)ccc1-2)N1CCCCC1	4
O=c1c2c3c(sc2nc2n1CCCS2)CCCC3	-5
Cn1nccc1C(=O)N1CCN(c2ccc(F)cc2)CC1	-3
CC(C)OCCCn1c(-c2ccco2)nc2nc3ccccc3nc21	-3
Cc1ccc(-c2cnc(C3CC3)o2)cc1S(=O)(=O)Nc1ccccc1	334*
O=C(Cn1c(=O)[nH]c2ccsc2c1=O)NC1CCCCCC1	0
Cc1ccc(SCCC(=O)Nc2c(C)n(C)n(-c3ccccc3)c2=O)cc1	-5
CNC(=O)CN(C)S(=O)(=O)c1ccc(OC)c(Cl)c1	-8
CCCOc1ccc(OCCOCCN2CCc3ccccc3C2)cc1	3
O=C(Cc1ccccc1)NC(Nc1ccccc1)C(Cl)(Cl)Cl (configuration not stated)	2
Cc1nc2cc(NC(=O)NCc3ccc4c(c3)OCO4)ccc2o1	-6
CC(C)(C)NC(=O)C(c1ccncc1)N(C(=O)CNC(=O)c1ccco1)c1ccc2c(c1)OCO2 (configuration not stated)	7
O=C(Nc1ccc2c(c1)nc1n2CCCCC1)c1cc(S(=O)(=O)N2CCOCC2)ccc1Cl	-1

(further entries)
structure	miR122 inh
CCCCn1c(SCC(=O)c2ccc3c(c2)OCCO3)nnc1-c1ccoc1C	1
Cc1ccc(C(=O)NCc2ccco2)cc1S(=O)(=O)Nc1cccc(Cl)c1	62
COc1ccccc1C1C(C(=O)c2sc(C)nc2C)=C(O)C(=O)N1CCN1CCOCC1 (configuration not stated)	0
Cn1c(=O)c2c(nc(NCCCO)n2Cc2cccc(Br)c2)n(C)c1=O	-15
CC1CCN(C(=O)c2scc3c2OCCO3)CC1	-9
CN(NC(=O)Nc1ccc(Cl)cc1)c1ncc(C(F)(F)F)cc1Cl	7
O=C(N/C(=C\c1ccccc1)C(=O)N1CCN(CCO)CC1)c1ccccc1	-7

The list is partial. The share of hits here may be higher or lower than overall.
